From PubChem BioAssay
BoNT A protease – blocks Botulinum neurotoxin A light chain protease. multiplex microsphere protease substrate cleavage, flow cytometry. inhibition, % at 10 µM. 360,000 compounds, 0.17% hits. AID 588499; note: plate controls were buffer without enzyme for full effect and enzyme alone for no effect
PrPC TRFRET – inhibitors of human cell surface prion protein PrPC. P04156. TR-FRET read-out. inhibition, % at 13.8 µM. 370,000 compounds, 0.43% hits; in the data active = inhibition above about 24%; note: 0% = median of the test wells and 100% = reference compound wells
BoNT F protease – BoNT F light chain protease inhibition | Multiplex microsphere protease cleavage assay, flow cytometry | inhibition, % at 10 µM | 360,000 compounds, 0.22% hits; in the data active = inhibition above about 35%, passing the limit was not always enough; inconclusive = no clear call, values can overlap the other calls; note: plate controls were buffer without enzyme for full effect and enzyme alone for no effect
Y pestis TopoI – blocks Yersinia pestis topoisomerase I activity. 360,000 compounds, 0.064% hits. activity, % at 10 µM. Y. pestis Topo-I cleavage product accumulation, plate reader; in the data active = activity above about 50%, passing the limit was not always enough; inconclusive = no clear call, values can overlap the other calls; note: inactives centre near 2
TcdB inh – blocks C. difficile toxin B glycohydrolase activity; P18177; TcdB glycohydrolase enzymatic assay, plate reader; inhibition, % at 9.99 µM; 350,000 compounds, 0.24% hits; AID 652162; in the data active = inhibition above about 10%
Target sequence (P18177 whole entry, looked up): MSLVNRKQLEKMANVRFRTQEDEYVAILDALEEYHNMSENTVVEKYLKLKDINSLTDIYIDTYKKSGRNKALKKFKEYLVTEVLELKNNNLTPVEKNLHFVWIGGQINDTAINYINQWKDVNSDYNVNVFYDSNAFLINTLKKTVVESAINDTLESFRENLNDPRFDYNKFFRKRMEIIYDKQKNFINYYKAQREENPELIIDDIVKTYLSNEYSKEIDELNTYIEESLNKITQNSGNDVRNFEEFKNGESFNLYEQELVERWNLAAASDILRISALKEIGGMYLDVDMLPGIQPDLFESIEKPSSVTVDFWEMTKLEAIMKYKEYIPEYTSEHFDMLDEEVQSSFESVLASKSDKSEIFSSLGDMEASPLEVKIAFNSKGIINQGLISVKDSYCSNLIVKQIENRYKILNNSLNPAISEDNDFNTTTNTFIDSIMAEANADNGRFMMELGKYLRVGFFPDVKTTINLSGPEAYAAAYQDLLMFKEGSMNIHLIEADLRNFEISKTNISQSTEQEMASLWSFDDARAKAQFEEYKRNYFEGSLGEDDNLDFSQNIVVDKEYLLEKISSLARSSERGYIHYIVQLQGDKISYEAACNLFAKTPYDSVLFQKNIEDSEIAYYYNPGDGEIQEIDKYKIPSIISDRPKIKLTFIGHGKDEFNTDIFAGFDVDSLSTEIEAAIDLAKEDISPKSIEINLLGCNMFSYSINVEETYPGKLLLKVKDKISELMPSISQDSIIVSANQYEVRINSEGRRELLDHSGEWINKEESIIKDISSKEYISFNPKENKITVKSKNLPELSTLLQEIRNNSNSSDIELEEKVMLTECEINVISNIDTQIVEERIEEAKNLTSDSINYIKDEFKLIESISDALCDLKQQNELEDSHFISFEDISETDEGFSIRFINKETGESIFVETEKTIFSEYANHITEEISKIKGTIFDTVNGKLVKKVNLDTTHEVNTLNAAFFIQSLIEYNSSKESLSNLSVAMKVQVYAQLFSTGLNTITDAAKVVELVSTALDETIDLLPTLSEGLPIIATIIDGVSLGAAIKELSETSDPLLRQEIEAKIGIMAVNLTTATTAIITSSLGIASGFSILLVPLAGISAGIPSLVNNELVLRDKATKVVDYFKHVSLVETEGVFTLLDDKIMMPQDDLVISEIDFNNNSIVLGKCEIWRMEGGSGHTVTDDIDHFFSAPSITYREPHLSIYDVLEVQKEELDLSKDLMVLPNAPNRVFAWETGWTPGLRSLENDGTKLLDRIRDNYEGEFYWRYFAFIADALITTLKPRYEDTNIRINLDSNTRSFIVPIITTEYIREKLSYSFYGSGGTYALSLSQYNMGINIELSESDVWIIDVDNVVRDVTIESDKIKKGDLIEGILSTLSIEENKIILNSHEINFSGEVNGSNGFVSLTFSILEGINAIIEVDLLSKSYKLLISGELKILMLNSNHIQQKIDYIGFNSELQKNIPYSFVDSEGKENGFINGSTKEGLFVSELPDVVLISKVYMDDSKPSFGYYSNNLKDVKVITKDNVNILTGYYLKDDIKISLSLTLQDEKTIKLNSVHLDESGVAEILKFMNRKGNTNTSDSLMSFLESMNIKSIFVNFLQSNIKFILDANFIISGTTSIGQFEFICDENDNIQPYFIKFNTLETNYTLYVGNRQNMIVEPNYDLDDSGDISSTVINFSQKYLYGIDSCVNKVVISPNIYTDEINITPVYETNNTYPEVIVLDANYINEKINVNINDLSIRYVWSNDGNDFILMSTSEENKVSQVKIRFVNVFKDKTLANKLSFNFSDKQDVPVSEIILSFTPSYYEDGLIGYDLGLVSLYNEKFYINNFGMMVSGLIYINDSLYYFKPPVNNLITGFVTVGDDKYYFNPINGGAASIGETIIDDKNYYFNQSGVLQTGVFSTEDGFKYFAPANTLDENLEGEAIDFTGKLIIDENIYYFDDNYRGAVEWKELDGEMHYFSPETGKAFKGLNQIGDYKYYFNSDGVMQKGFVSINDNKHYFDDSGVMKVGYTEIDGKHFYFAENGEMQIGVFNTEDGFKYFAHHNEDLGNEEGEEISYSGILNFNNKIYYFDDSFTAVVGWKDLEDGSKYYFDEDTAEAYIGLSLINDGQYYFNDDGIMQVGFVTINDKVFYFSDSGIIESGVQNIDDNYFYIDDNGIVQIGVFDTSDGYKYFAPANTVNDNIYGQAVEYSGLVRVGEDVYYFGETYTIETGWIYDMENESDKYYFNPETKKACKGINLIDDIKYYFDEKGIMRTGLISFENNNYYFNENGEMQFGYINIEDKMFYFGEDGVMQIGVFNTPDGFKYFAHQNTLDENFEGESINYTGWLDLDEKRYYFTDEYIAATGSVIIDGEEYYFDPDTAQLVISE
Anthrax LF inh2 – anthrax lethal factor protease inhibition | P15917 | AID 588501 | inhibition, % at 10 µM | multiplex microsphere protease cleavage assay, LF | 360,000 compounds, 0.12% hits; note: plate controls were buffer without enzyme for full effect and enzyme alone for no effect
PfHsp40 rescue – restores yeast growth despite PfHsp40 toxicity; growth rescue, % at 12.5 µM; 340,000 compounds, 0.68% hits; S. cerevisiae expressing PfHsp40, growth rescue, ATP luminescence; in the data active = growth rescue above about 28%, passing the limit was not always enough; inconclusive = no clear call, values can overlap the other calls;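 note: yeast W303a lacking pdr1 and pdr3 grown in galactose medium; growth measured after three days at 30 °C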
FadD28 binding – M. tuberculosis FadD28 bisubstrate binding inhibition; FadD28 bisubstrate probe binding, fluorescence polarization; inhibition, % at 12.5 µM; 360,000 compounds, 0.22% hits; in the data active = inhibition above about 8.5%, passing the limit was not always enough; inconclusive = no clear call, values can overlap the other calls
CCHFV vOTU inh – CCHFV vOTU protease inhibition. inhibition, % at 11.5 µM. 370,000 compounds, 0.55% hits. Pep-AMC fluorescence. AID 651958; in the data active = inhibition above about 30%; note: 0% = vehicle wells with enzyme and 100% = no enzyme wells
* marks the source's active call; other numbers are inactive results; ? = inconclusive; / = not tested or not shown; & = joins results of further samples. Cut-off read from the data, not from the text of the source, unless noted: active = inhibition above about 30%; inconclusive = no clear call, values can overlap the other calls; inactive = below that. This is a random part of the collection. Share with any hit: about 2.3%.

canonical_smiles	Anthrax LF inh2	Y pestis TopoI	CCHFV vOTU inh	BoNT F protease	FadD28 binding	TcdB inh	BoNT A protease	PrPC TRFRET	PfHsp40 rescue
Cc1cc(Cl)ccc1OCc1nc(-c2ccc(O)cc2)n[nH]1	6	0	-2	-2	-4.1	/	-1.0	10	-1.4
CN(C)C(/C=C/Nc1ccc(F)cc1F)=C(C#N)C#N	1	-5	4	9	-3.5	/	1.4	-7	-1.1
COc1ccc(NC(=O)Cn2c(=O)n(CC3CCCO3)c(=O)c3cc(OC)c(OC)cc32)cc1OC (stereo not given)	-2	-6	11	11	-1.1	1.5	-0.2	-3	0.3
CCOC(=O)[C@]12CCC=C1N(Cc1ccc3c(c1)OCO3)C(=O)[C@H](CC(=O)NCCc1ccccc1OC)C2	-1	/	7	-1	/	-0.6	-0.3	4	/
CCSc1ncc(/C=N/Nc2ccc([N+](=O)[O-])cc2)n1C	-4	-24	3	-24	-2.4	/	-1.2	7	0.0
CCc1ccc(NC(=O)C2CCN(S(=O)(=O)c3cnc[nH]3)CC2)cc1	2	5	-3	-4	0.2	-0.7	-0.1	6	-1.2
Cc1ccsc1C1C(C#N)=C(N)OC2=C1C(=O)CCC2 (stereo not given)	-7	-10	-9	-1	-1.3	2.8	0.1	-3	1.0
CCOC(=O)CC(=O)CSc1nc2sc(C)cc2c(=O)n1Cc1ccco1	2	19	7	-3	-3.7	/	-0.7	7	0.5
CCN(C(=O)COC(=O)c1ccc(Cl)cc1N)C1CCCCC1	1	-5	-36	-9	-2.3	0.3	-1.1	0	0.7
O=C(O)C1CCC(N2C(=O)c3cccc([N+](=O)[O-])c3C2=O)CC1 (stereo not given)	18	-5	3	11	-1.6	0.3	2.2	-2	-1.3
O[C@@H]1CCCN2CCc3c([nH]c4ccccc34)[C@H]12	13	-4	-4	-5	-2.6	1.5	1.5	-8	-0.2
C[C@@H]1CN([C@H](C)CO)C(=O)Cc2cc(NS(=O)(=O)c3ccc(F)cc3)ccc2O[C@H]1CN(C)Cc1ccc(C(=O)O)cc1	-5	-2	4	1	1.2	0.4&-1.8	-0.7	-4	-0.7
Cc1cc(C)c(S(=O)(=O)N(C)CC(=O)NC2CCCC2)c(C)c1	-2	5	-1	-7	0.7	/	1.1	-4	-0.6
COc1ccc(C(c2nnnn2C2CCCCC2)N2CCC3(CC2)C(=O)NCN3c2ccccc2)cc1 (stereo not given)	-1	/	6	2	-1.3	1.1	0.2	-2	/
CCOC(=O)[C@]12CCCC=C1N(Cc1ccco1)C(=O)[C@H](CC(=O)NCc1cccc3ccccc13)C2	6	/	14	-8	/	0.3	-0.2	-6	/
Cc1cccc(CS(=O)(=O)Cc2ccc(C(=O)NCC3CCCO3)o2)c1 (stereo not given)	0	-6	-13	-4	-1.0	/	0.0	1	-0.1
NC(=O)/C(=C\c1ccccc1)NC(=O)c1ccc(NC(=O)c2ccccc2)cc1	-12	-3	-14	?	0.7	-0.9	-1.2	-6	-0.7
O=C(COC(=O)Cc1cccs1)Nc1ccc(OC(F)(F)F)cc1	-2	3	6	7	0.4	-1.0	3.3	-3	0.0
O=C(CC1C(=O)NCCN1Cc1ccc(-c2ccccc2)cc1)NCCCn1cccn1 (stereo not given)	1	22	4	-18	-0.4	1.1	-2.2	8	-0.2
O=C(CN1C(=O)c2ccccc2C1=O)NCc1ccc(C(=O)O)cc1	-5	1	-13	13	-2.5	0.0	1.2	5	-1.6
Cc1ccc(CN2CCSCC2)c(C)c1	1	-3	1	1	-2.3	/	0.5	-3	0.4
COC(=O)[C@H](CCSC)NC(=O)Cn1ccc(N)nc1=O	-4	-3	-3	2	-0.4	0.2	-1.0	-3	-1.0
COc1ccc(CCN(C)C/C=C/c2ccccc2)cc1OC	-3	2	3	6	-2.2	0.5	3.9	-3	-0.6
O=C1CCC[C@@H]2C[C@@]3(C[C@@H]4CCN1[C@H]24)Nc1cc(Cl)ccc1NC3=NC1CCCCC1	-5	-1	-9	-11	0.6	1.2	0.5	-11	0.3
Cc1cc2c(cc1S(=O)(=O)N(C)Cc1ccccc1)OCC(=O)N2	-2	3	1	-1	-3.7	1.2	-0.1	-7	-0.6
Cc1ccc(S(=O)(=O)N(C)C)cc1NC(=S)N1CCN(Cc2ccc3c(c2)OCO3)CC1	-1	4	7	-2	-2.6	1.4	0.8	10	-2.5
COc1ccc(NC(=O)Nc2ccc(C(=O)N3CCOCC3)cc2)cc1	1	-1	-8	-8	-2.4	/	-0.5	1	0.5
CCOc1ccc(NS(=O)(=O)c2ccc(NC(=S)NC(C)=O)cc2)cc1	-2	-15	1	-5	-3.5	-0.8	-0.5	3	-1.2
CCOC(=O)c1c(NC(=O)CNCCOC)sc2c1CCCC2	-1	2	5	-4	-1.3	/	-0.3	-2	-1.6
CCN(CC)CCCNc1nc(-n2nc(C)cc2C)nc2sc3c(c12)CC(C)(C)OC3	0	-13	-17	?	-2.9	1.5	?	-9	1.6
CCc1cc2c(SC(C)C(=O)NC3CCCC3)ncnc2s1 (stereo not given)	-4	25	0	-1	-1.5	0.6	-0.4	2	0.7
COC(=O)c1cc(=O)n(Cc2ccc(OC)cc2)c(=NCc2ccc(OC)cc2)s1	0	-1	13	3	-1.7	1.7	0.1	0	-1.0
Cc1cccc(N2C(=O)C3CCC(c4ccccc4)CC3C2=O)c1 (stereo not given)	-1	0	0	-2	-0.7	0.4	-0.3	3	2.1
Cc1ccc(C(=O)Nc2ccc3c4c(cccc24)CC3)cc1[N+](=O)[O-]	-2	-4	-2	-5	0.2	0.4	-0.6	-5	0.7
Cc1ccc(NC(CC(=O)c2ccccc2)C(=O)O)cc1Cl (stereo not given)	0	2	2	3	-0.2	-0.6	0.8	6	-0.4
COc1cc(CC(=O)OCc2cccc([N+](=O)[O-])c2)cc(OC)c1OC	0	2	-5	-18	-2.5	-6.6	-7.3	-7	-1.0
CSc1nc2sc3c(c2c(=O)n1C1CCCCC1)CCN(C)C3	0	7	-3	-21	-1.9	/	0.0	-3	1.0
Cc1ccc(-n2cnnn2)cc1Cl	0	-8	9	0	-3.6	0.6	-1.4	2	-0.5
CC1Cc2ccccc2N1C(=O)c1ccc(Br)o1 (stereo not given)	8	1	0	?	-2.2	1.6	0.3	2	-0.4
Cc1cc(C)n(CC(=O)N/N=C/c2c[nH]c3ccccc23)n1	-11	-14	6	-3	-2.3	1.6	-0.1	1	1.9

Of the compounds above, 2 have a cyano group.
canonical_smiles	Anthrax LF inh2	Y pestis TopoI	CCHFV vOTU inh	BoNT F protease	FadD28 binding	TcdB inh	BoNT A protease	PrPC TRFRET	PfHsp40 rescue
CN(C)C(/C=C/Nc1ccc(F)cc1F)=C(C#N)C#N	1	-5	4	9	-3.5	/	1.4	-7	-1.1
Cc1ccsc1C1C(C#N)=C(N)OC2=C1C(=O)CCC2 (stereo not given)	-7	-10	-9	-1	-1.3	2.8	0.1	-3	1.0

(cont.)
canonical_smiles	Anthrax LF inh2	Y pestis TopoI	CCHFV vOTU inh	BoNT F protease	FadD28 binding	TcdB inh	BoNT A protease	PrPC TRFRET	PfHsp40 rescue
Cc1cc2ncn(C(=O)c3ccc(F)cc3)c2cc1C	-11	3	-10	25	0.1	-1.0	0.6	-4	-1.4
Cc1oc2c(c1C(=O)NCCCC(=O)O)CCCC2	-6	-1	-5	-5	1.1	/	-0.6	6	-1.3
COc1cccc(-c2nc(CS(=O)(=O)CC(=O)NCCc3ccc(C)cc3)c(C)o2)c1	2	-8	0	-3	1.0	2.4	-0.6	-7	0.2
NC(=O)C1CCN(CC(=O)NC(=O)NC2CCCC2)CC1	-6	-2	-11	-2	-0.5	1.2	-0.2	5	0.7
Cn1ncc(Br)c1C(=O)NC1CCCCC1	-20	-3	-9	-2	-2.3	-0.2	-0.5	7	-1.2
CCCC(=O)N1CCC1(C)C(=O)NS(=O)(=O)c1cccs1 (stereo not given)	-31	6	-4	-76	1.2	0.5	0.2	-5	/
CC1(C(=O)NS(=O)(=O)c2cccs2)CCN1C(=O)C1(c2ccc(Cl)cc2)CCC1 (stereo not given)	-3	12	-6	-4	-1.4	-1.9	-0.5	10	/
Cc1cc(Cl)cc(C)c1OCCNCc1ccccc1	7	22	-2	-48	-2.8	3.4	0.1	2	-0.7
CC(=O)c1cc2c(cc1NS(=O)(=O)c1ccc3c(c1)OCCO3)OCO2	-2	3	-6	0	-3.3	/	0.2	3	1.0
CCOC(=O)N1CCN(C(=O)COC(=O)c2cc(C)ccc2C)CC1	-3	11	7	2	-1.1	1.5	0.2	-1	-0.6
Cc1ccccc1-c1ccc(=O)n(CC(=O)Nc2ccc(S(=O)(=O)N(C)C)cc2)n1	-1	16	-9	-4	-0.4	-0.6	-0.9	3	-0.2
NC(=O)c1c(NC(=O)C(=O)NCCCN2CCOCC2)sc2c1CCCC2	0	1	0	-9	-2.4	-0.4	-2.3	-16	-0.8
CCn1c(C(C#N)/C(=N\S(=O)(=O)c2cccs2)c2ccccc2)nc2ccccc21 (stereo not given)	-5	-4	15	-11	-2.2	/	-2.0	-2	-2.6
Cc1cc(SCC#N)nc2ccccc12	-2	5	10	-1	-0.6	0.6	0.0	-1	1.5
CN1C(C)(C)CCCC1(C)C	-1	-7	1	-3	-2.6	1.0	-1.0	2	-0.6
NS(=O)(=O)c1ccc(N2C(=O)CCCC2=O)cc1	-6	-1	2	-3	-1.7	0.1	-0.3	1	/
CNC(=O)CCc1ccc(OC)cc1	-25	4	0	?	-0.6	1.2	-7.1	5	0.3
Cc1cccc(-n2ncc3c(NNC(=O)c4ccco4)ncnc32)c1	2	1	9	-10	0.0	1.5	1.2	-2	0.2
C=CCOc1ccc(CN(C)c2ccc(S(=O)(=O)N3CCN(C)CC3)cc2[N+](=O)[O-])cc1	-9	35	0	-12	-0.5	-1.4	0.0	-7	-0.4
Cc1ccc(C(=O)NNC(=O)CCN2C(=O)C3CCCCC3C2=O)cc1 (stereo not given)	1	0	-21	-1	-3.4	0.9	0.2	1	-1.4
CCNC(=S)NN(c1ccccc1)c1ccccc1	-3	-5	9	-1	-5.1	/	-0.7	4	-0.1
COc1cccc(C(=O)N2CCC(C(=O)NCc3ccco3)CC2)c1	8	7	9	2	-2.5	2.0	-0.6	3	-0.1
O=C(Oc1cccc2cccnc12)c1ccco1	2	-4	-4	1	-3.4	/	-0.2	-5	0.4
O=C(NCc1cccnc1)C1c2ccccc2C(=O)N1C1CCCCCC1 (stereo not given)	-3	-7	5	5	-2.7	2.4	1.1	3	-0.2
O=[N+]([O-])/C(C(Cl)=C(Cl)Cl)=C1\Nc2ccccc2O1	-8	4	6	-8	-0.7	-1.8	-1.0	-4	0.5
C/C(=N\NC(=S)NCc1ccccc1)c1ccc(Cl)s1	3	-4	-7	-4	-1.8	0.6	0.8	-6	1.7
N=c1scc(-c2ccccc2)n1/N=C/c1ccco1	-5	-31	16	-43	-3.9	/	-1.5	1	-1.3
Cc1ccc(S(=O)(=O)N2CCCC(C(=O)NCCCN3CCCCC3C)C2)cc1 (stereo not given)	2	0	1	0	-0.8	1.2	1.8	-7	0.3
CC(=O)c1ccc(NC(=O)CCc2nnc3ccc(N4CCC5(CC4)OCCO5)nn23)cc1	0	-6	10	5	-2.4	0.0	-0.6	-5	0.7
Cc1ccc(NCCC(=O)c2ccccc2)cc1Cl	-6	15	-6	-2	-0.1	/	-0.9	1	0.4
CCOC(=O)C1=C(C)OC(N)=C(C#N)C1c1ccc(OC)c(CSc2ccccn2)c1 (stereo not given)	0	-4	8	4	-0.3	-5.0	0.7	6	1.1
Cc1cc(N2C(=O)C(O)=C(C(=O)c3ccc(C)o3)C2c2ccc(OCc3ccccc3)cc2)no1 (stereo not given)	-6	?	22	-3	-0.9	-0.6	-0.5	-1	-0.5
O=C1N/C(=C\c2ccccc2)c2ccccc21	-8	3	-1	0	-1.9	/	-0.3	-6	1.1
